Screening data deposited in PubChem BioAssay by National Center for Advancing Translational Sciences (NCATS).
KDM5B inhibitor – inhibitors of human KDM5B histone demethylase; KDM5B demethylase, FDH-coupled NADH fluorescence (FDH is formaldehyde dehydrogenase); Q9UGL1; 220,000 tested, 2.6% active; AID 1347165; Potency, µM (top dose mostly 57.7 µM), without a hit: top-dose activity change, negative = inhibition, actives largely listed as inhibitors; active means well fitted inhibition curve with a large enough effect; inconclusive means small, poorly fitted or top-dose-only effect; inactive means no such curve, though single readings can be large or run the other way; further: 0% is about no effect; nearly all actives have a fitted effect of over 70% in size
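Coupled FDH/NAD⁺ fluorescence readout. KDM5BΔAP 200 nM final; compound titration, 10 min RT preincubation; substrate mix 12.5 µM H3K4me3, 25 µM 2-OG, 50 µM Fe(II), 100 µM ascorbate, 0.25 mM NAD⁺, 0.25 U/mL FDH; ΔRFU over 30 min.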
An asterisk follows results filed as active; u = inconclusive; [ ] = dose if it differs, or a comment. Potency means the concentration at half of the fitted maximal effect.

SMILES	KDM5B inhibitor
O=C(CSC1=Nc2ccccc2N=C(c2ccc(F)cc2)C1)NCc1ccc(F)cc1	-3%
COC(=O)c1cc2occc2n1Cc1nc(-c2ccc(C)cc2)oc1C	-24%
COc1ccc2c(C)c(CCC(=O)O)c(=O)oc2c1	u
Cc1cccc(Cn2c(NCCO)nc3c2c(=O)n(C)c(=O)n3C)c1	16%
CC(=O)Oc1c(-c2ccc(NC(=O)c3ccccc3)cc2)c(-c2cccc(F)c2)nn1-c1ccccc1	u
O=C(CCc1c(-c2ccc(F)cc2)[nH]c2ccc(F)cc12)N1CCC1	u
CC(C)(C)c1ccc(-c2nnc(-c3ccc(Br)o3)o2)cc1	2%
Cc1cc(Cl)nc(Cl)c1CCCl	-11%
Cc1ccc(-c2nc(SCC(=O)N3CCCc4ccccc43)n3[nH]c(=O)cc3n2)cc1	u
COc1cc(Nc2nc(-c3ccc(OC)c(OC)c3)nc3ccccc23)cc(OC)c1	12%
CCOc1ccc(NC(=O)c2cc3c(-c4ccccc4F)nn(C)c3s2)cc1	u
COCCOc1ccc2c(n1)CCN(C(=O)Cc1ccc(C)cc1)C2	u
CC(C)CC(NC(=O)C1CCCCC1)C(=O)NCCc1ccccc1 (configuration not stated)	18%
Cc1nc(N2CCOCC2)ncc1-c1cc(=O)[nH]c(Nc2cccc(C(F)(F)F)c2)n1	u
O=c1cc(-c2ccc(Cl)cc2)oc2ccc(F)cc12	1%
COc1cccc(/C=N/Nc2c(Cl)cncc2Cl)c1O	-3%
Cc1cccc(-n2c3nc(=O)[nH]c(=O)c-3cc3c(C)nn(-c4ccccc4)c32)c1C	u
Cc1ccc2[nH]cc(C(c3ccccc3)c3cccs3)c2c1 (configuration not stated)	u
O=C1CCN(Cc2cccnc2)CCCC(C(=O)N2CCN(Cc3ccccc3F)CC2)CCN1 (configuration not stated)	-1%
CCOc1cc(C(=O)CCC(=O)OCC(=O)NC(=O)NCC(C)C)ccc1O	6%
CSc1ccc(/C=C2/SC(=Nc3ccccc3)N(c3ccccc3)C2=O)cc1	10%
Cn1ccc2ccc(C(=O)Nc3ccc4c(c3)C(=O)N3CCC[C@H]3C(=O)N4)cc21	-29%
CCSc1nnc2n(CC)c(=O)c3c(n12)-c1ccccc1CC31CCCCC1	-5%
CCn1c(=O)n(-c2ccc3c(c2)OCO3)c2nc(-c3cc(OC)ccc3OC)nc(C(N)=O)c21	9%
O=C1c2ccccc2C(=O)N1CCSc1ncc(C(F)(F)F)cc1Cl	-6%
CCCNC(=O)N1CCCC(c2nn[nH]n2)C1 (configuration not stated)	u
CCCCOc1ccc(C(=O)N2CCCCC2CCN2CCOCC2)cc1 (configuration not stated)	-2%
Cc1cc(=O)oc2cc(NC(=O)COc3ccccc3)ccc12	176%[activator]
Cc1nnsc1C(=O)Oc1ccccc1Cl	-1%
O[C@]12CCNC[C@H]1CN(Cc1ccc(C(F)(F)F)cc1F)CC2	-19%
CCOC(=O)c1sc(NC(=O)CSC(=S)N2CCOCC2)nc1C	26%
O=Cc1c[nH]c2ccc(Br)cc12	9%
O=C(c1cnccn1)N1CC(c2nnc(-c3ccncc3)o2)C2(CCOCC2)C1 (configuration not stated)	-14%
CC1CCCN(CCCNC(=O)c2ccc3c(c2)N(Cc2cccc(Cl)c2)C(=O)c2ccccc2S3(=O)=O)C1 (configuration not stated)	u
Cc1noc([C@@H](C)NC(=O)C2CCCCC2)c1C(=O)O	-10%[115 µM]
O=C(Nc1ccnn1C1CCN(Cc2ccc(CO)o2)CC1)c1ccccc1	-5%
CCCC(=O)N(c1ccc(F)cc1)C1C=CS(=O)(=O)C1 (configuration not stated)	17%
COCCOC1CCOC2(CCN(C(=O)c3cccc(F)c3)CC2)C1 (configuration not stated)	-11%
COc1cccc(C(=O)N2CCC3(CC2)N=C(c2ccc(Cl)cc2)NO3)c1	u
CC(=O)c1cccc(NC(=O)CN2C(=O)NC3(CCC(C)CC3)C2=O)c1 (configuration not stated)	15%
O=C(/C=C/c1cccs1)c1cccc(O)c1	-27%
CCOc1ccccc1NC(=O)Cn1nnc(C(=O)NCc2ccc(F)cc2)c1N	15%
CC(C(=O)N(C)CC(=O)Nc1ccccc1C(F)(F)F)N1CCN(Cc2ccccc2F)CC1 (configuration not stated)	-13%
N#Cc1c(NC(=O)c2ccnn2C(F)F)sc2c1CCCC2	-38%
Cc1ccc(C)c(NC(=O)N2CCCC2c2ccco2)c1 (configuration not stated)	16%
O=C(c1cc(-c2cccc(Cl)c2)on1)N1CCSCC1	11%
Cc1ccc(CN2CCC3CC(=O)NCCC3C2)cc1 (configuration not stated)	0%[149 µM]
CCCNC(=O)COCc1cc(-c2ccc(F)cc2)on1	9%

Next section, starting with the last 5 of the part before.
SMILES	KDM5B inhibitor
N#Cc1c(NC(=O)c2ccnn2C(F)F)sc2c1CCCC2	-38%
Cc1ccc(C)c(NC(=O)N2CCCC2c2ccco2)c1 (configuration not stated)	16%
O=C(c1cc(-c2cccc(Cl)c2)on1)N1CCSCC1	11%
Cc1ccc(CN2CCC3CC(=O)NCCC3C2)cc1 (configuration not stated)	0%[149 µM]
CCCNC(=O)COCc1cc(-c2ccc(F)cc2)on1	9%
CCOc1cc(C2C(C(=O)OC)=C(C)NC3=C2C(=O)c2ccccc23)ccc1O (configuration not stated)	u
CCCn1c(=N)c(C(=O)NC2CCCCC2)cc2c(=O)n3cc(C)ccc3nc21	5%
CCS(=O)(=O)Nc1ccc(C2(C(=O)NCc3ccc(F)cc3F)CCCCC2)cc1	12%
Cc1ccccc1NC(=O)CCS(=O)(=O)c1cc(Br)cc2c1N(C(=O)C1CC1)CC2	2%
CC(C)NC(=O)NC(C)c1cccc(Cl)c1 (configuration not stated)	3%
CCC(C)NC(=O)c1ccc2nc(Cc3ccccc3)oc2c1 (configuration not stated)	-22%
Cc1ccc(-c2cnc(-c3ccccc3C(=O)OCC(=O)N(CCC#N)CCC#N)o2)cc1	u
CCCCn1c(=O)[nH]c(=O)c2c1nc(COC(=O)C1CC1)n2CC	-11%
Cc1cccc(N2N=C(C(=O)Nc3ccc(S(=O)(=O)N4CCCCCC4)cc3)CCC2=O)c1	u
O=C1N2CCCC2CN1C1CCN(Cc2ccccc2)CC1 (configuration not stated)	7%[86.2 µM]
CS(=O)(=O)Nc1ccc([C@H]2OCC(=O)N(C3CCOCC3)[C@@H]2CO)cc1	8%[86.2 µM]
Cc1ccccc1-c1nn2c(=O)cc(CN3CCN(C(=O)c4ccc(C(C)(C)C)cc4)CC3)nc2s1	u
Cc1[nH]c2ccccc2c1C1c2ccccc2C(=O)N1CC(=O)N1CCN(C)CC1 (configuration not stated)	-2%
CCC(CC)C(=O)N1CCc2nc(OCCOC)ccc2C1	-28%
Cc1ccc2c(CN3CCC(C(N)=O)CC3)cc(=O)oc2c1C	2%
COc1cc(NC(=O)Cn2c(N(C)Cc3ccccc3)nc(C)cc2=O)cc(OC)c1OC	-8%
O=C(NCCC1=CCCCC1)C1CCN(C(=O)c2ncn3c2COC(c2ccc(F)cc2)C3)CC1 (configuration not stated)	-18%
CC(C)(C)c1nnc2sc(-c3cc4ccccc4[nH]3)nn12	u
CCn1nc(C)c(-c2cc(C(=O)NCCc3noc(-c4ccccc4)n3)no2)c1C	0%
CC(C)(Oc1ccc(Cl)cc1)C(=O)Nc1cccc(-c2cn3cccnc3n2)c1	u
N#C/C(=C\c1coc2ccccc2c1=O)c1nc2ccccc2[nH]1	u
Cc1cccc(-c2noc(CCC(=O)NC3CCCC3)n2)c1	-12%
CCCNC(=O)NC(=O)CN1CCC(C)CC1	11%
O=C1CCCCC(C(=O)O)N1 (configuration not stated)	-23%

As a short view, part of the list above:
SMILES	KDM5B inhibitor
CC(C)(Oc1ccc(Cl)cc1)C(=O)Nc1cccc(-c2cn3cccnc3n2)c1	u
N#C/C(=C\c1coc2ccccc2c1=O)c1nc2ccccc2[nH]1	u
Cc1cccc(-c2noc(CCC(=O)NC3CCCC3)n2)c1	-12%
CCCNC(=O)NC(=O)CN1CCC(C)CC1	11%
O=C1CCCCC(C(=O)O)N1 (configuration not stated)	-23%

(listing goes on)
SMILES	KDM5B inhibitor
COc1ccc(NC(=O)CC2C(=O)NCCN2C(=O)c2ccc(N(C)C)cc2)cc1 (configuration not stated)	-6%
CCC1CN(CC(=O)Nc2ccc(OC)c(Cl)c2)c2ccccc2S1 (configuration not stated)	-24%
Cc1ccc(Sc2nc(C)cc(C)n2)cc1	-11%
Cc1ccsc1C(=O)N1CCC(N2C[C@H](O)C[C@H]2C(=O)NCc2cccnc2)CC1	-1%
CCc1ccc(NC(=O)CSc2nc3ccccc3c(=O)n2CCNC(C)=O)cc1	u
CC(C)CNC1(Cc2cc(CN3CCOCC3)on2)COC1	-22%[86.2 µM]
Cc1cccc(C(=O)Nc2ccc(NC(=S)NC(=O)c3ccc(Cl)cc3)cc2)c1	22%
COC(=O)CC1Oc2ccc(C)cc2-n2cc(-c3ccc(C)cc3)nc21 (configuration not stated)	u
Cc1csc2ncc(C(=O)NCCC(c3ccccc3)c3ccccc3)c(=O)n12	u
COc1ccc(C(=O)NC2CC(C)(C)Cc3c2cnn3-c2ccccc2)c(OC)c1 (configuration not stated)	-4%
Cn1ncc2c(Nc3cccc4c3CCCC4)ncnc21	-5%
CC(O)CNC(=O)Nc1sc2c(c1C#N)CC(C)(C)OC2 (configuration not stated)	15%
Cc1ccc(Cn2cc(C(=O)NCCCc3[nH]nc(N)c3C#N)c(-c3ccc(C)cc3)n2)cc1	14%
CC(C)Cc1nn2c(=O)cc(COC(=O)c3ccccc3NC(=O)C3CCCCC3)nc2s1	-16%
COc1ccc(N(CC(=O)NCc2ccncc2)S(=O)(=O)c2ccc(C)c([N+](=O)[O-])c2)cc1	24%
O=C(NCc1ccc(Cl)cc1)c1cc(=O)[nH]c2ccc(S(=O)(=O)N3CCOCC3)cc12	-14%
CSc1ccc(CCNC(=O)Cn2ncc3c(=O)oc4ccc(C)cc4c32)cc1	u
CCn1c(SCC(=O)Nc2cccc(Br)c2)nc2c(-c3ccccc3)c[nH]c2c1=O	2%
COCC(=O)N1CCC(O)(c2ccccc2)[C@H](N2CCCC2)C1 (some centres not stated)	u
COC(=O)c1ccc(Cl)cc1NC(=O)N1CC(C)Oc2ccccc21 (configuration not stated)	u
Cn1ccc(Nc2nccc3c(=O)cc(-c4ccccn4)oc23)n1	u
O=C(Nc1ccc(I)cc1)c1cc(-c2ccc[nH]2)n[nH]1	-25%
CN1CCC2(Cc3ccccc3CN(C(=O)c3cccc(Cl)c3)C2)C1 (configuration not stated)	6%[115 µM]
CCOCC(=O)N1CCC2(CC1)NCCc1c2[nH]c2ccc(OC)cc12	16µM*
COc1cccc(CNC(=O)c2cc3c(=O)n(C)c4ccccc4c3n2C)c1	u
COc1ccc(CNC(=O)[C@@H](NC(=O)N2CCn3c2nc2ccccc23)C(C)C)cc1	14%
CCCCOCCN(C)CC(=O)NCCCOC	-8%
O=C1CCCN1C1CCN(S(=O)(=O)c2ccccc2)CC1	18%[86.2 µM]
COc1ccc(C(=O)N2CCC(c3nc4ccccc4s3)CC2)cc1Cl	-7%
CC(C)OCCCNC(=O)COc1ccc(NC(=O)C2CC2)cn1	25%
CC(C)(C)C1CCc2c(sc3nc(-c4cc5cc(Br)ccc5oc4=O)[nH]c(=O)c23)C1 (configuration not stated)	-30%

An excerpt; count on the stated rates, not on these rows.
